Screening results (PubChem)
KCNQ1 inh: inhibitors of human KCNQ1 potassium channel; hit rate 1.3% among 310,000; P51787; B-score at 10 µM; CHO-K1 KCNQ1, FluxOR thallium flux fluorescence; hits give high values;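 active = compounds whose thallium flux B-score, printed positive for inhibition, exceeds three library SD while starting fluorescence stays within three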;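 note: channel opened by potassium depolarization with thallium stimulus after 20 min compound exposure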
GSK3A inh: inhibitors of human GSK-3 alpha kinase; AID 2650; inhibition, % at 10 µM; hit rate 0.1% among 320,000; P49840; ADP-Glo luminescence, 60 min;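 in the data active = inhibition above about 50%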;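 note: GST-tagged GSK-3 alpha with peptide substrate and 25 µM ATP; 0% = DMSO neutral wells and 100% = GW8510 positive control wells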
KCNQ1 pot: potentiators or activators of human KCNQ1 potassium channel. hit rate 0.35% among 310,000. B-score at 10 µM. P51787. CHO-K1 KCNQ1, thallium flux FluxOR fluorescence; hits give high values;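 active = fluorescence ratio B-score, a plate-corrected score, at least three library SD, with initial intensity B-score within 5 SD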
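Test system: CHO-K1 cells stably expressing KCNQ1 / Medium: assay buffer / Also added: depolarizing K+/Tl+ stimulus, K2SO4 and Tl2SO4 each 12.5 mM in 5x stock / Incubation: 90 min dye loading and 20 min compound exposure, both at room temperature / Signal: thallium influx via FluxOR fluorescence, kinetic imaging / Evaluation: B score of baseline-normalized fluorescence ratio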
KCNK3 inh: human KCNK3 channel inhibition, primary screen. O14649. B-score at 10 µM. CHO-KCNK3 thallium flux, FluxOR fluorescence; hits give low values. hit rate 0.84% among 340,000;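 active = B-score under library mean minus 4 SD, starting fluorescence ratio at most library mean plus 5 SD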;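 note: more negative B-score means stronger inhibition of thallium flux through KCNK3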
KCNK9 block: inhibitors of human KCNK9 two-pore domain potassium channel | Q9NPC2 | HEK293 KCNK9, FluxOR thallium flux fluorescence; hits give low values | B-score at 10 µM | hit rate 1.2% among 310,000;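 active = ratio B-score over 3 SD below the library mean, with starting fluorescence within 5 SD of its mean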;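 note: negative B-score means less thallium flux so channel inhibition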
RGS4 block: inhibitors of human RGS4 | P49798 | AID 463165 | B-score at 10 µM | HEK293 M3R/RGS4 inducible, Fluo-4 calcium flux; hits give high values; triggered by carbachol at its EC20 | hit rate 0.45% among 310,000;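 active = B-score, a plate-corrected calcium signal, over three deviations above library mean, with baseline fluorescence within five deviations of library mean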;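 note: RGS4 expression induced by doxycycline in cells with stable M3 receptor; B-score is computed from the integrated fluorescence ratio over baseline after carbachol; higher B-score means a larger calcium signal and so more RGS4 inhibition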
PolyA inhibitor: yeast polyadenylation inhibition | S. cerevisiae SKY197-pL101 polyadenylation reporter, beta-gal luminescence; efflux-impaired pdr1/pdr3 knockout yeast; score 100 = 6 SD above DMSO | calls only at 12 µM | hit rate 0.02% among 300,000 | AID 1875;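 active = lowest replicate activity score at least 50, where 100 means six control SD above control mean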;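 note: yeast exposed to compound for 9 h at 30 °C; higher score means more reporter readthrough which indicates perturbed polyadenylation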
RGS4 pot: RGS4 potentiation or activation; HEK293 M3R/inducible RGS4, carbachol calcium flux Fluo4; hits give low values; B-score at 10 µM; hit rate 0.92% among 310,000;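 active = B-score of the integrated calcium signal more than 4 SD below the library mean, with starting fluorescence not abnormally high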;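 note: negative B-score means reduced calcium response which marks RGS4 activation or potentiation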
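System: HEK293 FlpIn-TREx cells, stable M3R, doxycycline-inducible RGS4. Timing: overnight RGS4 induction, 30 min dye load 37 °C, 20 min compound RT. Also added: carbachol, ECmax concentration. Measured by: Fluo4 fluorescence kinetic imaging of calcium. Evaluation: integrated calcium ratio converted to B score.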
GSK3beta inhib: inhibitors of human GSK3beta kinase; P49841; GST-GSK3beta kinase, ADP-Glo luminescence, 60 min; hits give low values; activity score (negative = inhibition), % at 10 µM; hit rate 0.038% among 300,000;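 active = more than half of replicate wells score below -50%, meaning over 50% inhibition versus plate controls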;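 note: 0% = median DMSO wells and -100% = median GW8510 positive control wells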
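Test system – GST-tagged human GSK3beta kinase, cell-free · Incubation – 60 min enzyme reaction, room temperature · Signal – ADP-Glo luminescence · Also added – peptide substrate and ATP at 25 µM · Controls – DMSO neutral wells and GW8510 at 20 µM as positive · Buffer or medium – Tris/MgCl2 kinase buffer · Measure – Luminescence-derived activity versus plate DMSO and GW8510 wells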
DYRK1A inh: inhibitors of rat Dyrk1A kinase | hit rate 0.43% among 310,000 | AID 504441 | ADP-Glo luminescence, NFATc1 peptide | inhibition, % at 12.5 µM; in the data active = inhibition above about 50%;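 note: plate controls were vehicle with enzyme for no effect and no enzyme for full effect; many of its hits are not listed in these tables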
hERG rescue: shields human hERG channel from block by proarrhythmic agents. Q12809. CHO-hERG, FluxOR thallium flux, dofetilide IC70 present. activation (rescue from dofetilide block), less the hit threshold, % at 10 µM. hit rate 0.51% among 310,000. AID 1511;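 active = activation above the mean of controls blocked by dofetilide plus 5 SD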;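 note: thallium influx through hERG after potassium depolarization seen as dye fluorescence rise; in these data hits start at about 4.7%; inactives centre near -7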
Target sequence (Q12809 whole entry, looked up): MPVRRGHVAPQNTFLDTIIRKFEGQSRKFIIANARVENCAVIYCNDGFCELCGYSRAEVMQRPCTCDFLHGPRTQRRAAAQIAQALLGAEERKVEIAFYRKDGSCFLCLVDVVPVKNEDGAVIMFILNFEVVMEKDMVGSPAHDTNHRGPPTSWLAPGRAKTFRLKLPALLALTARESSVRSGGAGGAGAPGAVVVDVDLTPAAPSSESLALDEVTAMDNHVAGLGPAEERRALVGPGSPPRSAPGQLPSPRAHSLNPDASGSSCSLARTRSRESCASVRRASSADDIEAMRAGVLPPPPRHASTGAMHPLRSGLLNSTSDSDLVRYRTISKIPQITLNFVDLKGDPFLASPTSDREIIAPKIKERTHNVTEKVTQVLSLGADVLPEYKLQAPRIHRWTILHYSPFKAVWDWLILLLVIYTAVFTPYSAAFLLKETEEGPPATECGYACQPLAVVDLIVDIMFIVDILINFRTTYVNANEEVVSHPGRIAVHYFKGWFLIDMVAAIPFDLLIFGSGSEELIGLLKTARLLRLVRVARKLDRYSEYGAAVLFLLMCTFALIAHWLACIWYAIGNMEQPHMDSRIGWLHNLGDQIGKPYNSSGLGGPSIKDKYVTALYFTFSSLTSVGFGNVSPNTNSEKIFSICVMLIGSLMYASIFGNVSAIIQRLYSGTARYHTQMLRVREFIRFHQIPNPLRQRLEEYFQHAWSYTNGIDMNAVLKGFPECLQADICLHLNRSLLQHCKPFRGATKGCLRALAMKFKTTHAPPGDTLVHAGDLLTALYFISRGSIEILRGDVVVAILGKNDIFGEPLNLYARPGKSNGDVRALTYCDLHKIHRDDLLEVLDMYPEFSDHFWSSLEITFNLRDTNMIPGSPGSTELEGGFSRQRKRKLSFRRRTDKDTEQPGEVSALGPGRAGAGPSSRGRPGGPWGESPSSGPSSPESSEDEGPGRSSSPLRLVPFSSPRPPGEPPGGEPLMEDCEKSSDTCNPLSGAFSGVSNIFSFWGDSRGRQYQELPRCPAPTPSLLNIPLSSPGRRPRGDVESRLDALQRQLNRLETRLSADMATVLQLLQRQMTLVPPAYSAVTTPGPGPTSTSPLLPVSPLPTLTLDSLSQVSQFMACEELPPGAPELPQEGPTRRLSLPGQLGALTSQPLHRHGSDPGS
* = called active by the depositor; i = inactive; . = not tested or not shown. Only part of the results is shown (hit frequency here may not be typical).

SMILES | KCNQ1 inh | GSK3A inh | KCNQ1 pot | KCNK3 inh | KCNK9 block | RGS4 block | PolyA inhibitor | RGS4 pot | GSK3beta inhib | DYRK1A inh | hERG rescue
COc1cccc(S(=O)(=O)NCc2ccc(C(=O)Nc3cccc(Cl)c3)cc2)c1 | i | 7 | i | i | i | i | i | i | 2 | -1 | -14
CC(=O)Nc1ccc(S(=O)(=O)N[C@H](C(=O)O)C(C)C)cc1 | i | 1 | i | i | i | i | i | i | 0 | 3 | -12
COc1cc(OC)cc(C(=O)N/N=C2/SCC(=O)N2Cc2ccco2)c1 | i | -8 | i | i | i | i | i | i | 0 | -7 | -10
COC(=O)c1sc(-c2ccccc2)cc1NC(=O)c1cc(OC)cc(OC)c1 | i | -1 | i | i | i | i | i | i | 1 | -7 | -7
COc1ccc(S(=O)(=O)N2CCCC2CNC(=O)C(=O)NC2CCCCCC2)cc1 (stereo not drawn) | i | 1 | i | i | i | i | i | i | 3 | -8 | -18
Fc1cccc(/C=N/Nc2nncc3ccccc23)c1 | i | 1 | i | i | i | i | i | i | 0 | . | -6
c1ccc(CN2CCN(c3nc4ccccc4s3)CC2)cc1 | i | 0 | i | i | i | i | i | i | 0 | -3 | -2
COc1cc(CNCCc2c[nH]c3ccccc23)cc(Cl)c1OCC(N)=O | i | 2 | i | i | i | i | i | i | -10 | 13 | -10
O=C(CCS(=O)(=O)c1ccccc1Cl)NCc1ccc(F)cc1 | i | 0 | i | i | i | i | i | i | 0 | -14 | -12
CCN(CC)S(=O)(=O)c1ccc(C(=O)N(c2ccc(C)cc2)C2C=CS(=O)(=O)C2)cc1 (stereo not drawn) | i | 0 | i | i | i | i | i | i | 0 | -3 | -9
CCCc1nnc(NC(=O)CC(=O)Nc2ccccc2C(=O)O)s1 | i | -5 | i | i | i | i | i | i | 2 | -1 | -3
COc1ccc(OCC(=O)Nc2cc3c(cc2C(=O)O)OCCCO3)cc1 | i | -4 | i | i | i | i | i | i | 5 | -1 | -10

Structures listed so far that have fluorine (2):
SMILES | KCNQ1 inh | GSK3A inh | KCNQ1 pot | KCNK3 inh | KCNK9 block | RGS4 block | PolyA inhibitor | RGS4 pot | GSK3beta inhib | DYRK1A inh | hERG rescue
Fc1cccc(/C=N/Nc2nncc3ccccc23)c1 | i | 1 | i | i | i | i | i | i | 0 | . | -6
O=C(CCS(=O)(=O)c1ccccc1Cl)NCc1ccc(F)cc1 | i | 0 | i | i | i | i | i | i | 0 | -14 | -12

Additional results follow:
SMILES | KCNQ1 inh | GSK3A inh | KCNQ1 pot | KCNK3 inh | KCNK9 block | RGS4 block | PolyA inhibitor | RGS4 pot | GSK3beta inhib | DYRK1A inh | hERG rescue
S=C(Nc1ccc(Cl)cc1)N1CCN(Cc2ccccc2)CC1 | i | -2 | i | i | i | i | i | i | -1 | -3 | -13
O=C1Nc2cc(C(=O)N3CCC(N4CCCCC4)CC3)ccc2S/C1=C\c1ccccc1 | i | 47 | i | i | i | i | i | i | -29 | 3 | -20
CCn1cc(/C=N/NC(=O)COc2cccc3cccnc23)c2ccccc21 | i | -2 | i | i | i | i | i | i | -2 | 0 | -6
O=C(Nc1ccc(Cl)cc1Cl)N1CCN(c2ncccn2)CC1 | i | -2 | i | i | i | i | i | i | -3 | -5 | -17
COc1ccc2c(c1)CCc1c(C(=O)NC3CCCCC3)noc1-2 | i | -3 | i | i | i | i | i | i | 3 | -3 | -6
Cc1csc(NC(=O)CSc2ccc(-c3ccccn3)nn2)n1 | i | -1 | i | i | i | i | i | i | 0 | 5 | -8
O=C(NCc1ccco1)C1CCCN1C(=O)Nc1ccc(Cl)cc1 (stereo not drawn) | i | -2 | i | i | i | i | i | i | 4 | -8 | -8
CCc1ccc(N(CC(=O)Nc2sc3c(c2C(=O)OC)CCCC3)S(C)(=O)=O)cc1 | i | . | i | i | i | i | i | i | -1 | -5 | -3
CCn1c(=O)n(CC)c2cc([N+](=O)[O-])ccc21 | i | 0 | i | i | i | i | i | i | -1 | -9 | -4
Cc1c(C(=O)NCCCN2CCCC2=O)oc2ccccc12 | i | 5 | i | i | i | i | . | i | -12 | 5 | -8
CCCc1nnc(SCC(=O)Nc2cccc(Cl)c2Cl)o1 | i | 0 | i | i | i | i | i | i | 0 | 1 | -10
C=CCOc1ccccc1/C=N/NC(=O)Cc1ccc(C)cc1 | i | 1 | i | i | i | i | i | i | -1 | 2 | -2
O=C(CN(C(=O)CCC(=O)Nc1nccs1)C1CCCC1)NCc1ccc2c(c1)OCO2 | i | -2 | i | i | i | i | i | i | 0 | -6 | -14
COc1ccccc1NC(=O)N1CCN(C)CC1 | i | -2 | i | i | i | i | i | i | 2 | -6 | -16
O=C(Nc1cc(S(=O)(=O)N2CCCC2)ccc1OCC(F)(F)F)c1ccc(F)cc1 | i | -3 | i | i | i | i | i | i | 6 | 7 | -8
Cc1ccc2nc(NC(=O)[C@H](C)N3C(=O)C4CC=CCC4C3=O)sc2c1 (stereo partly drawn) | i | -2 | i | i | i | i | i | i | 1 | . | -12
CCOC(=O)C1CCN(C(=O)CCNC(=O)Cn2ccc3ccccc3c2=O)CC1 | i | 0 | i | i | i | i | i | i | 1 | 2 | -11
NC(=O)c1cccnc1Nc1cccc(F)c1 | i | 1 | i | i | i | i | i | i | -6 | 5 | -5
O=C(CSc1nc2ccccc2[nH]1)NC1CCCc2ccccc21 (stereo not drawn) | i | -5 | i | i | i | i | i | i | 2 | -2 | -26
COc1ccc(-c2nc(CSCC(=O)N3CCN(C(=O)c4ccco4)CC3)c(C)o2)cc1OC | i | . | i | i | i | i | i | i | -2 | -1 | -6
CN(C)c1ncc(S(=O)(=O)c2ccc(Cl)cc2)c(-c2ccc(Cl)cc2Cl)n1 | i | -1 | i | i | i | i | i | i | -5 | -5 | -18
C/C(=N/NC(=O)c1ccco1)c1ccc(Br)s1 | i | . | i | i | i | i | i | i | 1 | 8 | -6
Cc1ccc(NC(=O)C(Nc2ccccc2)c2ccccc2)cc1 (stereo not drawn) | i | 1 | i | i | i | i | i | i | -24 | -1 | -9
c1ccc2[nH]c(CN3CCCCC3)nc2c1 | i | -3 | i | i | i | i | i | i | -2 | 2 | -10
COc1ccc(/C(C)=N/Nc2ccccc2Cl)c(O)c1 | i | 1 | i | i | i | i | i | i | 1 | -10 | -10
CCc1ccc(OCC2c3cc(OC)c(OC)cc3CCN2C(=S)NCCOC)cc1 (stereo not drawn) | i | 0 | i | i | i | i | i | i | 5 | -2 | -5
CCCCOCCCNC(=O)c1ccc(NC(C)=O)cc1 | i | -2 | i | i | i | i | i | i | 5 | 1 | -2
CC(=O)Nc1nnc(CCS(=O)(=O)c2ccc(C)cc2)s1 | i | -2 | i | i | i | i | i | i | -2 | -4 | -8
S=c1[nH]nc(COc2ccc(Cl)cc2)n1Cc1ccco1 | i | 1 | i | i | i | i | i | i | 0 | 0 | -6
CCc1nnc(NC(=O)CCC(=O)N2CCN(Cc3cc(F)ccc3OC)CC2)s1 | i | 0 | i | i | i | i | i | i | -1 | 10 | -8
COc1ccc(CSc2nncn2N)cc1Br | i | 10 | i | i | i | i | i | i | 0 | -8 | -6
COc1cccc(C(=O)NC(=S)Nc2ccc3[nH]c(=O)[nH]c3c2)c1 | i | -2 | i | i | i | i | i | i | -1 | 3 | -10
CSc1nc(C)cc(OCC(=O)N2CCOCC2)n1 | i | -3 | i | i | i | i | i | i | 0 | -3 | -7
Cc1cc(C)c(C(=O)N2CCCC(CNS(=O)(=O)N(C)C)C2)o1 (stereo not drawn) | i | 0 | i | i | i | i | i | i | -4 | -3 | 1
CC1CCN(c2nnc(N3CCC(C)CC3)c3ccccc23)CC1 | i | -4 | i | i | i | i | i | i | 1 | 0 | -5
CC(=O)c1ccccc1OCC(O)CN1CCN(CCN2C(=O)c3cccc4cccc(c34)C2=O)CC1 (stereo not drawn) | i | -1 | i | i | i | i | i | i | -1 | . | -20
O=C(CCN1CCCCCC1)Nc1ccc(F)c(F)c1 | i | -2 | i | i | i | i | i | i | -5 | -3 | -7
O=C(CCCCCNC(=O)c1ccccc1)N/N=C/c1ccc(O)cc1O | i | -1 | i | i | i | i | i | i | -2 | 8 | -18
CC(=O)c1ccc(Cc2ncc(C(F)(F)F)cc2Cl)s1 | i | 4 | i | i | i | i | i | i | 2 | 11 | -9
COc1cccc(OCc2cc(C(=O)N3CCN(C4CCCC4)CC3)no2)c1 | i | -2 | i | i | i | i | i | i | 0 | 0 | -4
COc1cccc(C(=O)Oc2cccc(N3C(=O)C4C5CC(C(Br)C5Br)C4C3=O)c2)c1 (stereo not drawn) | i | 2 | i | i | i | i | i | i | 2 | -7 | -7
CCCC[C@@H]1CN=C(N)N1CC(C)(C)C | i | 1 | i | i | i | i | i | i | 0 | 0 | -6
CCn1c(SCC(=O)Nc2ccc(F)cc2)nnc1C1CC1 | i | 1 | i | i | i | i | i | i | 2 | 9 | -6
O=C(CN(C1CCCCC1)S(=O)(=O)c1ccc(Br)cc1)NCc1ccncc1 | i | 1 | i | i | i | i | i | i | 6 | 3 | -5
O=C(CSc1nc2ccccc2s1)N1N=C(c2cccs2)CC1c1ccc(F)cc1 (stereo not drawn) | i | -3 | i | i | -6.9* | i | i | i | -6 | -1 | -10
Cc1cc(NCCCN2CCOCC2)n2ncc(-c3ccc(Cl)cc3)c2n1 | i | 0 | i | i | i | i | i | i | 4 | -1 | -20
CSc1nc(-c2ccco2)nn1C(=O)c1ccco1 | i | -4 | i | i | i | i | i | i | -2 | 0 | -5
COc1ccc(CCNC(=O)C(=O)Nc2ccc3c(c2)OCCO3)cc1OC | i | -1 | i | i | i | i | i | i | 0 | -3 | -1
CCOC(=O)N1CCC(NC(=O)COc2cc(=O)n(C)c3ccccc23)CC1 | i | 3 | i | i | i | i | i | i | -2 | 3 | -5
CS(=O)(=O)N1CCCC(C(=O)Nc2ccccc2C(F)(F)F)C1 (stereo not drawn) | i | 2 | i | i | i | i | i | i | -1 | -3 | -7
COc1cc(-c2ccc(NC(=O)CN3CCC(C)CC3)c(OC)c2)ccc1NC(=O)CN1CCC(C)CC1 | i | . | i | i | i | i | i | i | 4 | 4 | -9
